E coli growth: counter-screen for AddAB inhibitors: E. coli growth inhibition. E. coli V3065 growth, OD600 absorbance, 18 h. inhibition, % at 11.9 µM. 330,000 tested, 0.27% active;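 active = inhibition above the campaign's mean inhibition across all tested compounds plus 3 SD, cut at about 9.9% in these data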;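 also: uninfected addAB+ strain grown without phage in ampicillin broth; 0% = DMSO wells and 100% = ciprofloxacin 0.95 µg/ml wells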
phage Ecoli inh: E. coli growth loss with phage present; growth absorbance; inhibition, % at 11.9 µM; 360,000 tested, 0.26% active; in the data active = inhibition above about 11%
PvdQ inh: P. aeruginosa PvdQ acylase inhibition. 340,000 tested, 0.063% active. AID 488965. inhibition, % at 10 µM. purified PvdQ acylase, fluorescence plate reader; in the data active = inhibition above about 30%, passing the limit was not always enough;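 also: 0% = vehicle neutral wells and 100% = reference inhibitor wells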
Rtt109 HAT inh: C. albicans Rtt109 histone acetyltransferase inhibition. inhibition, % at 34.9 µM. purified Rtt109/Vps75, ThioGlo CoA-SH fluorescence, 4 h. AID 540336. Q5AAJ8. 330,000 tested, 0.16% active;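 active = inhibition of at least 50% in every replicate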
Target sequence (Q5AAJ8 whole entry, looked up): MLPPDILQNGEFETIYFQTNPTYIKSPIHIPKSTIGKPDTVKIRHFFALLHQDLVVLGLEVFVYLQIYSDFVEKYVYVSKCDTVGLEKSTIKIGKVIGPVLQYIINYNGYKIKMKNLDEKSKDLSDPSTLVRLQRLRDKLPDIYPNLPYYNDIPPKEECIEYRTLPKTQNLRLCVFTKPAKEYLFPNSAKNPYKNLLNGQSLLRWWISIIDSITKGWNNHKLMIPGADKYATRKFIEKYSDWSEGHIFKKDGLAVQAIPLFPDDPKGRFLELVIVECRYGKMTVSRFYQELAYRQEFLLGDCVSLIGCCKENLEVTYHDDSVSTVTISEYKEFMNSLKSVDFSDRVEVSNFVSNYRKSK
Wnt act: activators of Wnt/beta-catenin signaling; 300,000 tested, 1.2% active; activation, % at 9.35 µM; Wnt/beta-catenin reporter cell assay, activator, plate reader; AID 743398; in the data active = activation above about 30%, passing the limit was not always enough;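 also: 0% = neutral control wells and 100% = positive control wells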
PfHsp90 set2: growth inhibition of yeast expressing Plasmodium Hsp90 | 310,000 tested, 0.32% active | S. cerevisiae expressing PfHsp90, BacTiter-Glo ATP, 48 h; yeast lacking PDR1 and PDR3 efflux regulators | inhibition, % at 9.4 µM;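 active = every replicate shows inhibition above about 80%, whatever the replicate mean, limit read from the data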;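 also: 0% = DMSO neutral controls and 100% = 20 µM radicicol positive controls; yeast relying on Plasmodium falciparum Hsp90 in place of its own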
AddAB inh: less growth of phage-infected E. coli with AddAB; E. coli expressing H. pylori AddAB, absorbance growth; inhibition, % at 11.9 µM; 330,000 tested, 0.29% active; AID 435030; in the data active = inhibition above about 12%;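 also: 0% = vehicle wells of infected cells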
DAGLB inhibitor: blocks human DAGLB lipase activity; Q8NCG7; HEK293T DAGLB membrane lysate, EnzChek fluorogenic substrate; inhibition, % at 5.17 µM; 340,000 tested, 0.059% active; in the data active = inhibition above about 34%;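 also: 0% = enzyme with vehicle and 100% = wells lacking enzyme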
Target sequence (Q8NCG7 whole entry, looked up): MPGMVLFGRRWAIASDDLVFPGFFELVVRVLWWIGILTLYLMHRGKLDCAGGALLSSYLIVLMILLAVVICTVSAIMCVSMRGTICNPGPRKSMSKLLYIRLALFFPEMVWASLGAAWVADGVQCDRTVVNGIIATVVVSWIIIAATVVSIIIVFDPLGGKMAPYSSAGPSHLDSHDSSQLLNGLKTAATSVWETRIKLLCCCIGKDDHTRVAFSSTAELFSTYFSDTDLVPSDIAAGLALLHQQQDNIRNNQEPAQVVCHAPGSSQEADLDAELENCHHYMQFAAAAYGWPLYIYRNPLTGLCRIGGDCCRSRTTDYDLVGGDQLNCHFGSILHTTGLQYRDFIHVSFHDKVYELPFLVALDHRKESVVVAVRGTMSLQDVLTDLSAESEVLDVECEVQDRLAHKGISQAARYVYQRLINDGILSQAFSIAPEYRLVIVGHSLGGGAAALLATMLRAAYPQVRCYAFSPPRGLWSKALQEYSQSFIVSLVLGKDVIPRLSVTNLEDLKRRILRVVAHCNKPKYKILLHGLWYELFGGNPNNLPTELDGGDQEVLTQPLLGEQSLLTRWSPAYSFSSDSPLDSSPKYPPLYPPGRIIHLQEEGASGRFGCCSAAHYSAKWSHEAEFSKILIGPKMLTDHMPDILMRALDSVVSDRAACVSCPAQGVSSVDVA
Tat export inh: E. coli Tat transport inhibition; AID 488895; E. coli MC4100 TorA-mCherry Tat export, fluorescence; inhibition, % at 10 µM; 340,000 tested, 0.036% active;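 active = mean replicate inhibition at least 50% and at least half of replicates individually reaching 50%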;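 also: exported cargo escapes ClpAP degradation while cytoplasmic cargo is degraded and loses fluorescence; 0% = median of neutral control wells and 100% = median of NaSCN control wells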
CAL PDZ inh: blocks peptide binding to human CAL PDZ domain | Q9HD26 | purified CAL PDZ, TMR-peptide fluorescence polarization, 1 h | inhibition, % at 20 µM | 330,000 tested, 0.02% active | AID 504414;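 active = highest replicate inhibition of at least 40%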;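 also: plate controls were DMSO neutral control wells for no effect and unlabeled competitor peptide control wells for full effect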
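Read-out basis: mP drop reported as inhibition | Assay system: Tagged CAL PDZ protein CerCALP, purified | Benchmarks: Unlabelled peptide for full inhibition, DMSO wells as neutral | Schedule: 1 h incubation at room temperature before polarization reading | Buffer or medium: Sodium phosphate/NaCl buffer pH 7.4 with TCEP, IgG, Thesit | Doses: Single point, 20 µM | Measured by: Fluorescence polarization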
* hit, by the source's call; x = not tested or not shown.

SMILES,E coli growth,phage Ecoli inh,PvdQ inh,Rtt109 HAT inh,Wnt act,PfHsp90 set2,AddAB inh,DAGLB inhibitor,Tat export inh,CAL PDZ inh
C/C(=N\O)c1c(C)c2ccccc2n1C,1.1,-0.1,-10,-1,-9,-22,-4.5,3,1,-3.1
O=C(CCSc1nnc2ccccn12)Nc1ccc(F)cc1,-3.6,1.5,-5,1,x,x,0.9,1,-3,-1.8
CC(=O)NC(CCS(C)(=O)=O)C(=O)Nc1ccccc1 (stereo unspecified),-1.1,0.4,-2,-6,-3,3,-1.4,0,0,0.5
CCN(CC)Cc1c(C(=O)OC(C)C)nnn1-c1nonc1N,-0.4,4.2,-13,3,x,8,2.8,0,-2,-0.3
COc1ccc2oc(-c3cccc(NC(=O)CSc4ccc(Cl)cc4)c3)nc2c1,0.5,2.1,3,-10,23,-21,1.4,-8,8,-4.1
O=C(Nc1scc(-c2ccc(Br)cc2)c1C(=O)O)c1ccccc1F,1.1,4.9,-2,-7,-1,19,1.3,17,-5,-1.9
CN(C)CCNC(=O)c1cccc(S(=O)(=O)Nc2ccc(F)cc2)c1,-0.4,1.8,5,-1,-1,0,0.4,1,-12,0.5
Cc1[nH]c2ccccc2c1C(Nc1nccs1)c1ccncc1 (stereo unspecified),-1.4,5.2,-15,-4,x,7,3.2,-3,-15,0.1

Four entries drawn at random from those above, as already listed:
SMILES,E coli growth,phage Ecoli inh,PvdQ inh,Rtt109 HAT inh,Wnt act,PfHsp90 set2,AddAB inh,DAGLB inhibitor,Tat export inh,CAL PDZ inh
Cc1[nH]c2ccccc2c1C(Nc1nccs1)c1ccncc1 (stereo unspecified),-1.4,5.2,-15,-4,x,7,3.2,-3,-15,0.1
O=C(Nc1scc(-c2ccc(Br)cc2)c1C(=O)O)c1ccccc1F,1.1,4.9,-2,-7,-1,19,1.3,17,-5,-1.9
CN(C)CCNC(=O)c1cccc(S(=O)(=O)Nc2ccc(F)cc2)c1,-0.4,1.8,5,-1,-1,0,0.4,1,-12,0.5
CC(=O)NC(CCS(C)(=O)=O)C(=O)Nc1ccccc1 (stereo unspecified),-1.1,0.4,-2,-6,-3,3,-1.4,0,0,0.5

Structures from the list above containing a halogen:
SMILES,E coli growth,phage Ecoli inh,PvdQ inh,Rtt109 HAT inh,Wnt act,PfHsp90 set2,AddAB inh,DAGLB inhibitor,Tat export inh,CAL PDZ inh
O=C(CCSc1nnc2ccccn12)Nc1ccc(F)cc1,-3.6,1.5,-5,1,x,x,0.9,1,-3,-1.8
COc1ccc2oc(-c3cccc(NC(=O)CSc4ccc(Cl)cc4)c3)nc2c1,0.5,2.1,3,-10,23,-21,1.4,-8,8,-4.1
O=C(Nc1scc(-c2ccc(Br)cc2)c1C(=O)O)c1ccccc1F,1.1,4.9,-2,-7,-1,19,1.3,17,-5,-1.9
CN(C)CCNC(=O)c1cccc(S(=O)(=O)Nc2ccc(F)cc2)c1,-0.4,1.8,5,-1,-1,0,0.4,1,-12,0.5

Next structures follow.
SMILES,E coli growth,phage Ecoli inh,PvdQ inh,Rtt109 HAT inh,Wnt act,PfHsp90 set2,AddAB inh,DAGLB inhibitor,Tat export inh,CAL PDZ inh
CC(C)(C)C(=O)N(CCN(C(=O)C(C)(C)C)c1ccccc1)c1ccccc1,-2.7,1.2,-9,-3,x,11,3.7,-4,-7,-2.2
CN(C)C(CN1C(=O)C2CC=CCC2C1=O)c1cn(C)c2ccccc12 (stereo unspecified),2.6,-0.5,-2,-4,x,-2,2.8,0,-1,-0.1
Cc1cc(-n2nc(C)cc2C)nc(NS(=O)(=O)c2ccccc2)n1,-0.7,3.0,-13,-6,0,11,2.2,0,-4,0.1
CC(C)CCNC(=O)C(c1ccncc1)N(CC1CCCO1)C(=O)Cn1nnc(-c2ccc(F)cc2)n1 (stereo unspecified),-1.1,4.7,9,12,2,-1,-0.3,-2,2,-2.0
O=C(Nc1cccc(-n2cccn2)c1)C1CCCN(Cc2ccccc2F)C1 (stereo unspecified),1.1,2.5,-12,1,0,-3,4.5,-1,-12,-1.7
Cc1cccc(NC(=O)CSc2nc(C)nc3c2c(=O)n(C)c(=O)n3C)c1,x,1.6,-14,1,-4,0,x,1,1,0.4
COC(=O)C1=C(C)N(C)C(=O)NC1c1ccc(O)c(Cl)c1 (stereo unspecified),0.8,0.5,-8,-2,-3,0,1.9,-1,1,-1.0
CCOC(=O)c1nnn(-c2nonc2N)c1-c1ccc(OC)cc1,0.0,3.5,-13,-6,x,2,4.2,-1,-4,-0.1
Cc1cccc(C)c1-n1c(C)nn(-c2ncc(C(F)(F)F)cc2Cl)c1=O,-0.2,-2.6,-20,-2,0,x,0.6,0,-7,-1.1
O=C(Nc1ccc2c(c1)OCO2)c1ccc(=O)[nH]n1,0.4,1.7,11,-1,-1,-7,-0.3,-1,4,1.1
C=CCN(CC=C)S(=O)(=O)c1ccc(NC(=S)NC(=O)/C=C/c2ccccc2)cc1,0.5,3.6,-14,-2,x,-24,1.7,-7,-4,-0.2
CCOC(=O)C1CCN(C(=O)C2CCN(S(=O)(=O)c3cc(Cl)ccc3Cl)CC2)CC1,-0.1,-1.2,3,0,x,x,1.0,-1,-13,x
COc1ccc(N2CCN(C(=O)COC(=O)CCOc3cc(C)ccc3C)CC2)cc1,0.3,4.3,-6,7,-6,x,-1.5,-2,7,-2.0
COc1ccc2c(c1)-c1c(ssc1=S)C(C)(C)N2C(=O)CSC1=NCCS1,1.3,3.1,-6,1,-14,-12,1.5,20,2,-2.6
COc1ccccc1N1CCN(C2CCCN(S(=O)(=O)c3cccc(Cl)c3)C2)CC1 (stereo unspecified),1.8,0.5,-13,-9,-3,22,4.5,-3,0,-0.9
Cc1ccccc1Cn1nnc(-c2cccc(C(=O)O)c2)n1,-1.0,-0.3,5,-7,39*,x,0.0,-1,-1,-0.1
CCCNC(=O)c1ccc(SCC(=O)N(CC)CC)c([N+](=O)[O-])c1,1.4,2.5,-9,8,0,17,6.3,0,-9,-2.3
C=CCn1c(-c2csc(-c3ccc(Cl)cc3)n2)n[nH]c1=S,-0.6,3.2,-6,-3,x,-10,3.9,-2,0,-0.4
CCNC(=S)N(Cc1ccc(OC)cc1)C1CC(=O)N(c2ccc(OCC)cc2)C1=O (stereo unspecified),0.6,-0.2,-3,16,-5,x,3.2,-4,-1,-1.1
CC(=O)NCCc1ccc(-c2csc(NC(=O)C3CC(=O)N(C4CCCC4)C3)n2)cc1 (stereo unspecified),x,5.2,-1,-2,1,x,x,-2,-1,-0.6
CN(Cc1ccc(C(F)(F)F)cc1)C(=O)C1CC(=O)N(Cc2ccco2)C1 (stereo unspecified),-2.9,0.6,13,8,0,-6,-0.5,0,-4,-0.2
CCc1ccc2oc(=O)cc(CN(C)Cc3ccccc3)c2c1,-0.8,4.4,-9,2,x,5,2.2,-13,4,-1.0
CCOC(=O)Cn1c(CN2CCN(c3cccc(Cl)c3)CC2)nc2c1c(=O)[nH]c(=O)n2C,0.5,1.8,-9,0,-1,-12,0.6,0,-18,-0.6
COc1cc(C2C(C(=O)OC(C)C)=C(C)Nc3ncnn32)cc(OC)c1OC (stereo unspecified),-0.1,2.4,5,0,1,22,1.5,0,2,1.1
Cc1nn(C)cc1C(C(=O)NC1CCCCC1)N(C(=O)Cc1cccs1)c1ccc(F)cc1 (stereo unspecified),1.1,2.1,-5,9,-3,11,0.2,-1,-2,-0.7
CCOC(=O)c1ncn2c1C(=O)OC2(C)C,-0.4,0.5,-9,-6,1,x,-0.3,0,5,-2.5
O=C(OC(C(=O)NCC1CCCO1)c1ccc(F)cc1)c1ccco1 (stereo unspecified),-0.9,-0.9,-5,-3,-2,-8,0.9,-1,0,0.2
COc1cc(OC)cc(C(=O)N[C@H](C(=O)NCCc2c[nH]c3ccccc23)C(C)C)c1,-0.7,-0.5,-13,3,0,-3,0.0,0,-5,1.8
CCOc1ccc(N=C(/C(C(=O)C(=O)N2CCOCC2)=C(/O)c2ccccc2)c2ccccc2)cc1,-1.1,-1.7,-12,4,24,5,-3.6,-1,-4,0.3
COc1ccc(NC(=O)c2cc(CN3C(=O)c4ccccc4C3=O)ccc2OC)cn1,0.6,1.1,2,-4,x,-4,0.8,-3,2,0.4
CCOc1ccc(C(=O)NCC(=O)NNC(=O)CN(C)S(=O)(=O)c2ccc(Cl)cc2)cc1OCC,x,0.6,-14,-5,-1,-27,x,3,-7,-0.8
CCOC(=O)C1=C(C)N(C)C(=O)NC1c1c(C)nn(-c2ccccc2)c1C (stereo unspecified),0.9,1.8,-10,8,x,7,2.5,-1,-5,0.5

Entries from the list above with a COOH group (2):
SMILES,E coli growth,phage Ecoli inh,PvdQ inh,Rtt109 HAT inh,Wnt act,PfHsp90 set2,AddAB inh,DAGLB inhibitor,Tat export inh,CAL PDZ inh
O=C(Nc1scc(-c2ccc(Br)cc2)c1C(=O)O)c1ccccc1F,1.1,4.9,-2,-7,-1,19,1.3,17,-5,-1.9
Cc1ccccc1Cn1nnc(-c2cccc(C(=O)O)c2)n1,-1.0,-0.3,5,-7,39*,x,0.0,-1,-1,-0.1

More results
SMILES,E coli growth,phage Ecoli inh,PvdQ inh,Rtt109 HAT inh,Wnt act,PfHsp90 set2,AddAB inh,DAGLB inhibitor,Tat export inh,CAL PDZ inh
O=C(COC(=O)Cc1cccc(C(F)(F)F)c1)NCc1ccco1,-0.9,0.5,8,22,0,x,2.0,-2,1,-0.7
Cc1onc(-c2ccccc2Cl)c1C(=O)Nc1ccccc1C(=O)NC(C)C,2.6,0.3,-11,4,x,-8,0.4,0,8,-1.7
Cc1nnc(SCc2ccc(Cl)cc2)n1CC1CCCO1 (stereo unspecified),-1.3,4.2,3,7,-4,7,-1.2,-2,-4,-0.6
CCC1=C(C)CN(C(=O)NCCc2ccc(S(=O)(=O)NC(=O)NC3CCC(C)CC3)cc2)C1=O (stereo unspecified),-0.3,4.7,-8,3,0,-8,-0.3,6,18,-0.8
COc1ccc(-c2nc(N)ncc2-c2ccccc2OC)c(O)c1,-0.2,1.8,-9,-12,2,-30,-0.6,-2,6,-0.2
COc1ccc(C(=O)Nc2cc(S(=O)(=O)N3CCCC3)ccc2Cl)cc1,-1.7,2.3,-3,-13,-3,x,-1.7,-3,-3,-0.7
O=C(Nc1ccc(Cn2cccn2)cc1)c1ccc(COc2cccc(Br)c2)cc1,0.8,2.2,-14,-5,30,-4,0.4,-3,5,-1.5
O=c1c2ccccc2nc(SCc2cccc(F)c2)n1-c1cccc(S(=O)(=O)N2CCCC2)c1,-2.0,3.9,20,0,x,-10,0.8,-9,11,-1.0
COc1ccc(/C=C/c2cc(=O)c3cc(Cl)ccc3o2)cc1,1.5,1.5,-5,5,0,-16,0.4,-8,0,-2.7
CC(C)Oc1cccc(C(=O)NC(=S)N2CCN(c3ccc(C(F)(F)F)cc3[N+](=O)[O-])CC2)c1,-1.1,1.2,-4,-5,x,x,-0.9,-4,-1,0.7
